uPA generation = blocks generation of uPA at the cell surface; cell surface uPA generation assay, qHTS; Potency, µM (series often up to 38.3 µM), without a hit: at the top dose activity change, negative = inhibition, actives largely listed as inhibitors; AID 540303; 0.31% of 330,000 active; active = well fitted inhibition curve with a large enough effect; inconclusive = small, poorly fitted or top-dose-only effect; inactive = no such curve, though single readings can be large or run the other way; tested in mouse RAW 264.7 cells; note: potency is the fitted concentration of half-maximal effect; % is set by controls: 0 for no effect and ±100 for the full control effect; nearly all actives have a fitted effect of over 55% in size
Chronic BCR inh = blocks chronic active B-cell receptor signaling; Potency, µM (highest dose often 46.1 µM), without a hit: top-dose ratio change, negative = lower green/red ratio, most hits filed as inhibitors; ABC-DLBCL IkBa-CBG/CBR reporter, luminescence ratio, 4 h; 0.05% of 340,000 active; AID 493014; active = well fitted inhibition curve with a large enough effect in the signal ratio, with a control signal flat, not every such curve was filed as active; inconclusive = small, poorly fitted or top-dose-only effect, or effect the other way, or a change in a side signal; the % refers to the signal ratio;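 note: potency is the fitted concentration of half-maximal effect; plate controls were basal doxycycline-induced cells for no effect and cells given 10 µM MG132 for full effect; MG132 reads +100%, hits lower the ratio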
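Doxycycline induced both beetle luciferases in TMD8 lymphoma cells; IKK-driven degradation limits the IkappaBalpha-fused green signal, while red luminescence normalises for cell number and nonspecific effects. Compounds tested up to 46 uM, 4 hrs.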
Tb PFK block = inhibitors of T. brucei phosphofructokinase. O15648. T. brucei PFK, ADP-Glo luminescence. Potency, µM (titrated, usually from 57.5 µM), inactives show top-dose activity, negative = inhibition, most hits filed as inhibitors. 0.17% of 330,000 active. AID 485367;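 note: potency is the fitted concentration of half-maximal effect; 0% = uninhibited 1x PFK enzyme wells and -100% = no-enzyme wells; nearly all actives have a fitted effect of over 60% in size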
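Activity is normalized to no-enzyme wells (full inhibition) and 1.25 nM enzyme wells (no inhibition). Reaction: 0.5 mM F6P, 0.1 mM ATP, 45 min RT, ADP-Glo luminescence; concentration-response curves fitted and classed by quality.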
TCR activator = activators of T cell receptors; primary human leukocytes, anti-CD3, IL-2 HTRF, 48 h; Potency, µM (titrated, usually from 9.22 µM), for inactives: at the top dose activation of IL-2 secretion, hits mostly activators; 330,000 tested, under 10 active; AID 504894; note: % of control where 0% means no effect
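Primary human leukocytes were stimulated with a-CD3 beads plus compounds for 48 hr without co-stimulation; secreted IL-2 was quantified by HTRF using a-IL-2-K (europium cryptate) and a-IL-2-d2, excited at 320nm with acceptor emission read at 665nm.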
Eya2 phos inh = inhibitors of human Eya2 phosphatase activity | O00167 | recombinant Eya2, OMFP fluorescence dephosphorylation (OMFP is methylfluorescein phosphate) | Potency, µM (highest dose often 76.9 µM), for inactives: top-dose activity, negative = inhibition, usual class: inhibitors | 0.006% of 330,000 active | AID 488837; note: potency is the fitted concentration of half-maximal effect; % is set by controls: 0 for no effect and ±100 for the full control effect
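Eya2 (0.2 uM) preincubated 10 min at ambient with compound, then OMFP substrate added at 50 uM; 10 min reaction in 50 mM HEPES pH 7.5, 50 mM NaCl, 5 uM MgCl2, 0.05% BSA, 1 mM DTT. Fluorescence read at Ex 485/Em 525 nm.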
USP2a inh = USP2a (human) protease inhibition; O75604; USP2 core, Ub-CHOP2 coupled fluorogenic reporter, 485/531; Potency, µM (doses to about 38.3 µM), for the others: at the top dose activity change, negative = inhibition, usual class: inhibitors; 0.01% of 330,000 active;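 note: potency is the fitted concentration of half-maximal effect; plate controls were DMSO wells for no effect and full inhibition by NEM control for full effect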
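Deubiquitinase activity read as fluorescence (485/531 nm) after Ub-CHOP2 cleavage activates the enterokinase reporter on its substrate; USP2 core 10nM, Ub-CHOP2 and substrate 25nM each, 30min compound preincubation then 60min RT; data normalized to NEM, curves fitted.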
PTAP TSG101 blk = blocks PTAP/TSG101 interaction to inhibit HIV-1 budding | 340,000 tested, under 10 active | Fluorescence polarization, FITC-PTAP peptide / Tsg101 binding | Potency, µM (top dose mostly 115 µM), inactives show at the top dose activity change, negative = inhibition, usual class: inhibitors | AID 493005 | Q99816; active = well fitted inhibition curve with a large enough effect in the main read-out, with a control signal flat, not every such curve was filed as active; inconclusive = small, poorly fitted or top-dose-only effect, or effect the other way, or a change in a side signal; inactive = no such curve, though single readings can be large or run the other way; note: potency is the fitted concentration of half-maximal effect; % of control where 0% means no effect
Target sequence (Q99816 whole entry, looked up): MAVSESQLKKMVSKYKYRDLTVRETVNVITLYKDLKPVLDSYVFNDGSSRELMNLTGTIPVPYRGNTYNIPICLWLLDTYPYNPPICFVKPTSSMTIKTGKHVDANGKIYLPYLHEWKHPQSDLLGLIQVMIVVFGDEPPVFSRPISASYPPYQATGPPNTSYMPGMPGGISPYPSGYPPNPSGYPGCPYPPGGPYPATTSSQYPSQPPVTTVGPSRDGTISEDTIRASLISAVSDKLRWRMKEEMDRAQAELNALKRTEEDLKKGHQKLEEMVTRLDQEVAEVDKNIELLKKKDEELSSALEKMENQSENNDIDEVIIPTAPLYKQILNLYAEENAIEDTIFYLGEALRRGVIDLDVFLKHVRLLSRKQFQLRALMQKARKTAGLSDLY
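Compounds were pin-transferred onto Tsg101 binding domain (10 uM final) in HEPES pH 7.5 buffer, then FITC-PTAP peptide was added at 50 nM final. After 20 min at RT, polarization reported peptide displacement across a qHTS concentration series.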
Mito fusion act = blocks mitochondrial division or promotes mitochondrial fusion; S. cerevisiae fusion-defective mutant growth rescue, CellTiterGlo 48 h; Potency, µM (top dose mostly 46.1 µM), for inactives: at the top dose growth rescue (activation), most hits filed as activators; 0.23% of 320,000 active;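 note: potency is the fitted concentration of half-maximal effect; % of control where 0% means no effect; nearly all actives have a fitted effect of over 45% in size; temperature-sensitive fusion mutants such as fzo1-1 at 37 °C on non-fermentable ethanol glycerol medium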
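Read-out: ATP-based luminescence (CellTiterGlo, 10 min ambient) reporting growth of fusion-defective ts yeast after 48 hours at 37C on glycerol/ethanol YPEG medium in the presence of compound.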
ELG1 repair inh = ELG1-dependent DNA repair inhibition | HEK293T ELG1-luciferase reporter, luminescence, 16 h; DNA damage induced by 5-fluorouridine | Potency, µM (series often up to 46.1 µM), inactives show at the top dose activity change, negative = inhibition, actives largely listed as inhibitors | 2.3% of 330,000 active; note: potency is the fitted concentration of half-maximal effect; % is set by controls: 0 for no effect and ±100 for the full control effect; nearly all actives have a fitted effect of over 55% in size
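HEK293T cells expressing luciferase-tagged ELG1 (2,000/well) received 5-Fluorouridine plus compound or DMSO for 16 hr at 37 °C. Luciferase was read by ONE-Glo luminescence after 30 min at room temperature.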
B2AR arrestin = beta2AR (human) beta-arrestin recruitment activity; beta-arrestin recruitment to beta2AR, cell-based reporter; Potency, µM (top dose mostly 46.1 µM), without a hit: top-dose activation, most hits filed as activators; 0.02% of 330,000 active; AID 492947;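 note: potency is the fitted concentration of half-maximal effect; 0% = DMSO controls and full agonism = EC100 isoproterenol or metaproterenol; nearly all actives have a fitted effect of over 65% in size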
TSHR antagonist = blocks TSH signaling through the human TSH receptor; TSHR-expressing cells, TSH-stimulated cAMP HTRF, 2 h; hits give low values; 0.2% of 330,000 active; AID 504810; P16473; activity change, negative = inhibition, % at 11.5 µM;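 active = activity change below a set negative limit, meaning inhibition stronger than a set level, cut at about -70% in these data; inconclusive = activity change between two set negative limits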; note: % is set by controls: 0 for no effect and ±100 for the full control effect
Target sequence (P16473 whole entry, looked up): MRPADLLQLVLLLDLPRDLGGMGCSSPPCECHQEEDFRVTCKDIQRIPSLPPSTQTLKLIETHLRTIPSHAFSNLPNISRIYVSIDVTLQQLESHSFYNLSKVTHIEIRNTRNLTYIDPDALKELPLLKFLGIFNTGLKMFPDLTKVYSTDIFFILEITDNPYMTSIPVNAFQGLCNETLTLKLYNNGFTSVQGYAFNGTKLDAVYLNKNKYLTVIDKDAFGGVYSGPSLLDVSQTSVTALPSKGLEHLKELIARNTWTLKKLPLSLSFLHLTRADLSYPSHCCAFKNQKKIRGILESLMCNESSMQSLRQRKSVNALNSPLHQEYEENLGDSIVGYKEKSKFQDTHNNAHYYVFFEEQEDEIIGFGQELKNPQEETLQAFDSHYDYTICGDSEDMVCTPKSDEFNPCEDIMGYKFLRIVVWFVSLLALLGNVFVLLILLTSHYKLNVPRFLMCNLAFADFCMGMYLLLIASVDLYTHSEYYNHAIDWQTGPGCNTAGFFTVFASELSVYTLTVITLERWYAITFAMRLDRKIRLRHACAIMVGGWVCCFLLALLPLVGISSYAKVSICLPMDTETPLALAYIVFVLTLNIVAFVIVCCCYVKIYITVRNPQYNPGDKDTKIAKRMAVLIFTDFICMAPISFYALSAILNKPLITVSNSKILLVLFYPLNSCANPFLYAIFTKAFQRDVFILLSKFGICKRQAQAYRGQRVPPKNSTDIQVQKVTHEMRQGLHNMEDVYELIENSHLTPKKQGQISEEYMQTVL
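TSHR-expressing cells were treated with compounds, then stimulated with TSH at EC80 (4nM final) for 2 hours at 37 deg C. Cellular cAMP was measured by HTRF competition between lysate cAMP and cAMP-d2 for a cryptate-labelled anti-cAMP antibody.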
Starred values were filed as active, the others as inactive; ? = inconclusive; · = no result given; [ ] = another dose, or the depositor's remark. Unless noted, calls come from the whole dose curve; as a rule, active = well fitted curve in the direction sought with a large enough effect; inconclusive = small, poorly fitted or top-dose-only effect, or another doubt; inactive = no such curve, though single readings can be large; an effect the other way counts as inactive or inconclusive.

SMILES | uPA generation | Chronic BCR inh | Tb PFK block | TCR activator | Eya2 phos inh | USP2a inh | PTAP TSG101 blk | Mito fusion act | ELG1 repair inh | B2AR arrestin | TSHR antagonist
OC1=C(O)c2nc3cc(F)ccc3nc21 | 8% | -5% | -1% | 0% | -3% | 1% | -1% | -2% | 2% | 0.4% | -11
COc1ccccc1C(=O)Nc1ccnn1C1CCN(Cc2cnn(C)c2)CC1 | 2% | 6% | -4% | -1% | -5% | 1% | -2% | 1% | ? | -0.4% | 7
CCC1(c2ccccc2)NC(=O)N(CC(=O)N(C)Cc2ccccc2)C1=O (configuration not stated) | 0% | 0% | 0% | 5% | 7% | 0% | 1% | -4% | 11% | -0.8% | 5
CSc1cccc(NC(=O)CCNC(=O)c2ccco2)c1 | · | -1% | -1% | -6% | -11% | 4% | -6% | -34%[inhibitor] | -12% | 0.1% | -5
Cc1csc(NC(=O)CCn2c(=O)oc3ccccc32)n1 | -1% | 15% | -4% | 0%[46.1 µM] | 4% | 2% | -6% | 0% | 4% | 7.3% | -2
CC(=O)N[C@H](C(=O)N[C@@H](C)C(=O)N[C@H](C#N)CC(=O)O)C(C)C | · | 8% | -3% | · | 15% | -2% | · | -3% | · | -0.1% | 22
COc1cccc(C(=O)Nc2c3c(nn2-c2ccc([N+](=O)[O-])cc2)CS(=O)(=O)C3)c1 | -2% | 0% | 2% | -3% | 4% | 3% | -3% | 9% | -12% | -0.1% | -4
Cc1cccc(OCC(=O)N2CCOCC2)c1 | 0% | ? | 0% | 0%[46.1 µM] | -13% | -1% | -8% | -1% | ? | 0.7% | -1
Cn1nc(C(=O)NCc2ccco2)c2ccccc2c1=O | -9% | 2% | 1% | -1%[46.1 µM] | 4% | -2% | 1% | -7% | 1% | -0.8% | 23
Cc1cccc(Nc2nc(N)c([N+](=O)[O-])c(NCc3ccco3)n2)c1 | -15% | ? | -4% | 5%[46.1 µM] | -8% | 3% | -3% | ? | -20% | -1.8% | -4
Cc1ccccc1OC(C)c1nc(-c2ccccc2)no1 (configuration not stated) | 1% | ? | 0% | -3% | 2% | 1% | -7% | -1% | 15% | -0.5% | 1
Cc1ccc(C(C(=O)NC2CCCC2)N(C(=O)c2csnn2)C2CC2)cc1 (configuration not stated) | -4% | ? | -4% | 0% | -11% | 1% | 0% | -6% | -1% | 0.0% | -13
Cc1ccccc1C(=O)NC(CC(C)C)C(=O)N1CCN(c2ccccc2)CC1 (configuration not stated) | -4% | -20% | 0% | -9% | -13% | 2% | -3% | 2% | -16% | 0.0% | -6
C/C(=N\NC(=O)c1ccc(N2CCCC2=O)cc1)c1ccc(O)cc1O | ? | -10% | 0% | 1% | -14% | 2% | -2% | 1% | -13% | 0.1% | 0
O=C(CNC(=O)C12CC3CC(CC(C3)C1)C2)N/N=C\c1ccco1 | -14% | 0% | -1% | -3% | 0% | 0% | · | 1% | 0% | -0.4% | 6
COc1ccc(CNc2ncc(-c3ccccc3)n2C)cc1 | 6% | 0% | -1% | · | 2% | -1% | -11% | -8% | ? | -0.2% | 12
Cc1ccc(CNC(=O)C(Cc2ccccc2)NS(=O)(=O)c2ccc3c(c2)CCC(=O)N3)cc1 (configuration not stated) | 2% | -7% | -4% | -1% | -9% | 2% | 2% | 2% | -8% | -0.7% | 6
O=C(c1cc2ncc(Br)cn2n1)N1CCN(C(=O)c2ccco2)CC1 | 1% | ? | ? | 3% | 21% | 3% | -2% | -6% | -4% | -0.1% | 10
Cn1c(SCC(=O)Nc2nccs2)nnc1C1CC1 | 1% | ? | -9% | -5% | 7% | 1% | -5% | -3% | 12% | 0.3% | 9
CCCC(=O)c1ccc(N2CCN(C(=O)c3ccccc3Br)CC2)c(F)c1 | -6% | -1% | -7% | 2% | -1% | 0% | -3% | 23% | ? | 0.1% | -46
CC(C)CCNC(=O)C1CCN(Cc2cccc(OCc3ccccc3)c2)CC1 | -10% | -18% | -10% | 0% | 1% | 0% | -3% | -7% | ? | -0.7% | 19
CC(=O)c1cc(C#N)c(SCc2ccccc2C#N)nc1C | -10% | ? | 0% | -4%[46.1 µM] | 2% | 2% | -4% | 1% | -12% | 0.2% | 5
CC(=O)NCCOc1cccc2cccnc12 | -2% | 5% | -1% | · | 3% | 0% | -4% | -1% | -3% | 0.1% | -6
COc1cc2c(cc1C1NC(=S)NC(C)=C1C(N)=O)CCCC2 (configuration not stated) | -18% | ? | -19% | 5% | -15% | 2% | 0% | -10% | ? | -0.4% | 15

Three compounds out of the list, sorted by molar mass, low to high:
SMILES | uPA generation | Chronic BCR inh | Tb PFK block | TCR activator | Eya2 phos inh | USP2a inh | PTAP TSG101 blk | Mito fusion act | ELG1 repair inh | B2AR arrestin | TSHR antagonist
CC(=O)NCCOc1cccc2cccnc12 | -2% | 5% | -1% | · | 3% | 0% | -4% | -1% | -3% | 0.1% | -6
C/C(=N\NC(=O)c1ccc(N2CCCC2=O)cc1)c1ccc(O)cc1O | ? | -10% | 0% | 1% | -14% | 2% | -2% | 1% | -13% | 0.1% | 0
O=C(c1cc2ncc(Br)cn2n1)N1CCN(C(=O)c2ccco2)CC1 | 1% | ? | ? | 3% | 21% | 3% | -2% | -6% | -4% | -0.1% | 10

The listing continues.
SMILES | uPA generation | Chronic BCR inh | Tb PFK block | TCR activator | Eya2 phos inh | USP2a inh | PTAP TSG101 blk | Mito fusion act | ELG1 repair inh | B2AR arrestin | TSHR antagonist
CN(CC(=O)Nc1ccccc1C(F)(F)F)C(=O)C1CCN(C(=O)c2ccc(Cl)cc2)CC1 | -3% | -17% | 0% | 0% | -23% | 0% | -4% | -2% | -3% | 0.1% | 1
CC(C)Nc1nc(NC(C)C)nc(C(=O)OCCO)n1 | -3% | 24% | -2% | 12% | 5% | -3% | 0% | 1% | 9% | 0.2% | -5
COC(=O)c1nn(-c2c(C)n(C)n(-c3ccccc3)c2=O)cc1O | 10% | 0% | -1% | -5% | -6%[15.4 µM] | 2% | -6% | 1% | -1% | 0.2% | 3
COc1ccc(NC(=O)CNS(=O)(=O)c2cccc3nonc23)c(OC)c1 | 2% | -9% | 19% | 1% | 2% | 2% | -11% | 3% | 5% | 0.1% | 0
Nc1c(C=C2C=CC(=O)C=C2)c(=O)nc2sc(CC(=O)N3CCCC3)nn12 | 2% | 1% | 0% | -1% | 11% | 0% | -4% | -1% | 18% | -0.1% | -4
OCCCCNCc1cc(Br)ccc1OCc1ccccc1F | -12% | -14% | -2% | 1% | -4% | 0% | -4% | -5% | 0% | -0.9% | -1
Cc1cc(C(=O)CN2C(=O)C(=O)N(CC(C)C)C2=O)c(C)n1-c1ccccc1F | -4% | ? | -2% | -5% | -11% | -2% | -1% | 0% | ? | 0.0% | -10
CCn1c(CNS(=O)(=O)c2ccc(Br)cc2)nnc1SC | 8% | 2% | 0% | -4% | 3% | -1% | -2% | 0% | -3% | 0.3% | 26
O=C(Nc1ccccc1)c1ccc(C(=O)Nc2ccccc2)nc1 | 1% | 1% | 0% | 1% | -5% | 2% | -8% | 5% | ? | -1.0% | -8
N#CCc1ccc(C(=O)c2ccccc2)s1 | -15% | 6% | -5% | 1% | -29% | -1% | -6% | -3% | ? | 0.0% | -5
Cc1sc2c(c1C)CN(C(C)(C)C)CN2C(=O)c1ccccc1 | 1% | ? | -5% | 1% | 1% | 0% | 0% | 2% | ? | 2.7% | 6
COC(=O)C(Cc1ccccc1)NC(=O)CCc1c[nH]c2ccccc12 (configuration not stated) | -2% | -3% | -9% | -3% | 1% | 0% | -4% | 16% | -1% | 0.2% | -7
CCC(=O)Nc1c(-c2ccc(C)cc2)nc2ccc(C)cn12 | -1% | -2% | 0% | · | 8% | -1% | -7% | 1% | 8% | 0.3% | -6
O=C(CCNC(=O)N1CC(=O)Nc2ccccc21)Nc1ccc(F)c(Cl)c1 | 16% | 2% | 0% | -6% | -4% | 1% | 6% | -1% | 8% | 0.3% | -10
O=C(CN1CCCCCC1)Nc1ccc(Br)cc1Br | 3% | ? | 1% | 2% | 16% | 1% | -2% | 4% | ? | -1.8% | 2
Nc1nnc(/C=C/c2ccccc2Cl)s1 | -4% | ? | -5% | -67% | 1% | 3% | -2% | 6% | ? | -0.1% | 0

Screens deposited in PubChem by National Center for Advancing Translational Sciences (NCATS).
